SIAE inh: human SIAE inhibition, primary screen; SIAE FP-Rh probe binding, fluorescence polarization; inhibition, % at 9.66 µM; actives 0.69% (n = 370,000); AID 1053197;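 active means inhibition above a cutoff: mean of compounds within the control limits plus 3 SD of those, cut at about 17% in these data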;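 further: 0% = plate median of compound wells and 100% = probe without SIAE protein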
LEDGF integ inh: blocks HIV-1 LEDGF/p75-dependent DNA integration; TR-FRET IN-LEDGF/p75 DNA integration, Eu/Cy5; inhibition, % at 3.7 µM; actives 0.64% (n = 370,000);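 active means inhibition above the screen-wide mean plus 3 SD, cut at about 13% in these data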;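 further: signal is the Cy5 over europium emission ratio at 671 and 618 nm; 0% = plate median of compound wells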
TDP2 absorb: TDP2 (human) inhibition, absorbance primary screen. O95551. recombinant TDP2, T5PNP hydrolysis, p-nitrophenol absorbance 415 nm. inhibition, % at 12.8 µM. actives 0.34% (n = 370,000);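 active means inhibition above the mean of all tested compounds plus 3 SD, set per campaign, cut at about 25% in these data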;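 further: 0% = DMSO with enzyme and 100% = buffer with substrate but no TDP2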
Target sequence (O95551 whole entry, looked up): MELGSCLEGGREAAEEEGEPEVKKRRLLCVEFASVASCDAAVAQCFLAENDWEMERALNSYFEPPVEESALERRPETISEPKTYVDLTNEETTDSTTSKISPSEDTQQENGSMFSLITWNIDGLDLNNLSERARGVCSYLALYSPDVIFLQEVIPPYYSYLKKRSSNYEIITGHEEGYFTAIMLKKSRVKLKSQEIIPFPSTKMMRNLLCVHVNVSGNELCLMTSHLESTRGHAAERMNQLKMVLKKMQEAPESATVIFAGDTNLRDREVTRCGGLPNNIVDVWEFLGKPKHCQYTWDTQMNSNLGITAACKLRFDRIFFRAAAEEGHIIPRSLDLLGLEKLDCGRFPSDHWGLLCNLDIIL
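System – recombinant human TDP2 · Quantity – TDP2 enzyme at 120 nM final · Doses – single concentration, 12.8 µM nominal, with 1% DMSO · Incubation – 2 h at 37 °C · Measured by – epi absorbance of p-nitrophenol freed from T5PNP by hydrolysis · Read-out – % inhibition relative to enzyme-containing and enzyme-free wells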
ABHD4 inh: ABHD4 (mouse) inhibition, primary FP screen. inhibition, % at 8.92 µM. purified mABHD4, FP-Rh probe fluorescence polarization. actives 0.54% (n = 370,000). AID 720543;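 active means inhibition exceeding the mean over every tested compound plus 3 SD, cut at about 30% in these data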;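 further: 0% = plate median of compound wells and 100% = S159A mutant with DMSO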
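Test system: mABHD4 protein | Buffer or medium: HEPES pH 7.0 buffer, 150 mM NaCl, 0.01% Pluronic F-127 | Probe or stimulus: FP-Rh fluorescent activity-based probe, added after compound pre-incubation | Timing: Pre-incubation 45 min, probe exposure 60 min, at 25 °C | Technique: Fluorescence polarization, excitation 525 nm, emission 598 nm, BODIPY TMR filters | Repeats: Single well per compound (singlicate)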
TCR-CD3 inh: inhibitors of human TCR-CD3 interaction | TAMRA-labeled TCR probe fluorescence, biochemical | inhibition, % at 9.4 µM | actives 0.37% (n = 360,000) | AID 651800; in the data active means inhibition above about 19%;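 further: recombinant mutant TCR 2C K166C tagged with TAMRA read by polarization; 0% = receptor in buffer alone and 100% = receptor with positive control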
GC-B act: GC-B (human) receptor activation. P20594. HEK293-GC-B cells, CNP EC30, cGMP TR-FRET; 0% at EC30 CNP, 100% saturating CNP. activation, % at 10 µM. actives 0.11% (n = 370,000). AID 1920062;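 active means activation at 10 µM reaching about 35% in either raw or pattern-adjusted values, limit read from the data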
MBD2 DNA inh: inhibitors of human MBD2 binding to methylated oligonucleotide | Q9UBB5 | actives 0.31% (n = 370,000) | inhibition, % at 4.4 µM | TR-FRET; in the data active means inhibition above about 13%
Target sequence (Q9UBB5 whole entry, looked up): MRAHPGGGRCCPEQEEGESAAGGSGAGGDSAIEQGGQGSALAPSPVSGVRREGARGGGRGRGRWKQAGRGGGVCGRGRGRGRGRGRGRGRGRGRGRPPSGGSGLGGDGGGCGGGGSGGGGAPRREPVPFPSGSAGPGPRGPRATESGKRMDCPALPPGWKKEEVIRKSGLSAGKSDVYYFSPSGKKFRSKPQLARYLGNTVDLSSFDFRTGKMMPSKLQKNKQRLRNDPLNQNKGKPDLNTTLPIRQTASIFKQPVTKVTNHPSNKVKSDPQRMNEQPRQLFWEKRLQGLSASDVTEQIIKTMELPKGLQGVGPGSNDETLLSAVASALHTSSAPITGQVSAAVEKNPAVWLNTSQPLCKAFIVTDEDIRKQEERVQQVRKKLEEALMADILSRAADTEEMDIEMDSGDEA
rCAG binder: molecules binding r(CAG) RNA repeats; actives 1.3% (n = 370,000); inhibition, % at 3 µM; r(CAG) RNA repeat, TO-PRO-1 dye displacement fluorescence;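 active means inhibition above the plate cutoff, the mean of all test compounds on that plate plus 3 SD, cut at about 35% in these data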;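 further: 0% = DMSO alone and 100% = 100 µM mitoxantrone as full dye displacement; higher means more dye released from RNA so lower well fluorescence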
HTRA1 inh: blocks human HTRA1 serine peptidase; recombinant HTRA1, FP-rhodamine activity-based probe, fluorescence polarization; inhibition, % at 5.96 µM; actives 0.5% (n = 340,000); AID 504803; in the data active means inhibition above about 36%;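 further: 0% = enzyme with DMSO and 100% = wells lacking enzyme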
PRMT1 FP inh: inhibitors of human PRMT1; inhibition, % at 2.79 µM; Q99873; recombinant PRMT1, activity-based probe fluorescence polarization; actives 1.3% (n = 370,000);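 active means inhibition above about 21% made by adding two undisclosed values, limit read from the data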
Numbers without * were called inactive; nt = no result given. This is a subset; rates above refer to the full screens.

A first look:
Below each compound: SIAE inh | LEDGF integ inh | TDP2 absorb | ABHD4 inh | TCR-CD3 inh | GC-B act | MBD2 DNA inh | rCAG binder | HTRA1 inh | PRMT1 FP inh
CCOC(=O)C1=C(O)/C(=C\c2ccc(O)c(OCC)c2)N=C1C
  1.0 | -2.8 | 10.2 | 8.9 | 1.1 | -8.9 | 3.8 | -4.9 | 10.6 | -0.2
Cc1ccc(C2N=C(N)Nc3nc4ccccc4n32)cc1 (stereo unspecified)
  0.4 | 0.5 | 9.6 | -0.8 | 0.0 | 0.6 | 4.7 | 15.8 | -4.7 | -1.4

All compounds of this part, from the first entry:
Below each compound: SIAE inh | LEDGF integ inh | TDP2 absorb | ABHD4 inh | TCR-CD3 inh | GC-B act | MBD2 DNA inh | rCAG binder | HTRA1 inh | PRMT1 FP inh
CCOC(=O)C1=C(O)/C(=C\c2ccc(O)c(OCC)c2)N=C1C
  1.0 | -2.8 | 10.2 | 8.9 | 1.1 | -8.9 | 3.8 | -4.9 | 10.6 | -0.2
Cc1ccc(C2N=C(N)Nc3nc4ccccc4n32)cc1 (stereo unspecified)
  0.4 | 0.5 | 9.6 | -0.8 | 0.0 | 0.6 | 4.7 | 15.8 | -4.7 | -1.4
O=C(NCc1ccc(F)cc1)C1CCN(S(=O)(=O)c2ccc(Br)s2)CC1
  4.5 | -2.2 | -14.2 | -2.4 | -1.9 | 8.1 | 0.8 | 2.9 | -2.9 | 2.9
CCOC(=O)CNC(=O)CSc1nc2cccnc2n1C1CCCCC1
  -3.9 | -0.6 | 11.7 | 1.9 | 0.1 | 6.8 | -0.7 | -3.0 | 7.7 | -2.2
COc1ccc(CCn2c(N)cc(=O)[nH]c2=S)cc1OC
  -1.5 | -3.2 | 0.0 | 1.1 | 2.2 | 0.4 | -6.2 | 7.2 | -1.1 | -1.0
Cc1cc(C)c(OCC(=O)OCC(=O)NCc2cccs2)c(C)c1
  -4.7 | -2.9 | -1.0 | -4.8 | 2.7 | -3.6 | 1.8 | -5.2 | -3.1 | 0.2
Cc1ccc(C(=O)OCC(=O)Nc2ccccc2Cl)c(O)c1
  2.8 | 1.0 | 8.8 | -3.4 | 11.1 | -4.8 | -4.4 | -1.3 | 1.8 | -2.3
CCOc1ccc(S(=O)(=O)n2ccc(C)n2)cc1
  2.4 | 1.5 | 20.3 | -4.1 | 2.1 | 1.9 | 3.0 | -0.7 | -1.6 | -3.5
O=C(Nc1ccc(NC(=O)c2ccc([N+](=O)[O-])cc2[N+](=O)[O-])cc1)c1ccco1
  8.6 | -0.4 | -4.7 | -3.4 | -0.7 | 3.5 | -4.6 | 3.3 | 3.2 | -0.8
CCC1CC2(C)NC(=O)c3c(sc4c3CC(C)(C)OC4)N2C1=O (stereo unspecified)
  4.6 | 1.1 | 10.0 | 10.5 | -3.6 | -0.8 | 2.6 | -3.9 | -5.4 | 7.5
CCCCN(C)C(=O)c1nc2ccccn2c1CN1CCC[C@H]1C(=O)OC
  3.2 | 2.8 | 5.8 | -1.6 | 2.8 | 0.5 | 1.1 | -7.0 | 3.9 | -0.6
O=C(NCCc1ccc(F)cc1)N[C@@H](Cc1ccccc1)C(=O)O
  -6.4 | -2.4 | -7.7 | 0.1 | -5.5 | -3.3 | 4.5 | -4.2 | 0.6 | 3.8
CCOc1ccccc1NS(=O)(=O)c1ccc2[nH]c(=O)ccc2c1
  -0.8 | -1.7 | -3.4 | 1.8 | -7.7 | 0.7 | 0.3 | 3.0 | 1.2 | 0.5
C=CCNc1nnnc2c1sc1nc(N3CCOCC3)c3c(c12)CCCC3
  1.6 | 1.9 | 6.2 | -6.7 | 2.7 | 58.4* | 1.6 | 4.4 | -6.8 | -0.7
Cc1ccccc1N(C)C(=O)c1coc(=O)c2ccccc12
  -1.8 | -1.1 | -9.6 | -0.2 | 6.7 | -3.2 | 0.7 | -4.3 | 6.5 | -1.3
O=C(NN1CCOCC1)c1ccc(Cl)cc1
  0.9 | 1.6 | 3.0 | -2.1 | -3.8 | 4.0 | 0.4 | 1.6 | 5.2 | -4.1
COc1ccc(N2CCN(C(=O)Nc3ccccc3C)CC2)cc1
  11.1 | -5.6 | -1.9 | -1.4 | 7.8 | 2.0 | -5.6 | -3.9 | 4.0 | 1.0
Cn1cc(/C=N/NC(N)=S)c2ccccc21
  9.2 | -1.2 | -3.9 | 0.6 | -3.8 | -4.3 | -2.2 | 2.9 | -3.9 | 2.5
O=C(Nc1nnc(CCN2CCOCC2)s1)c1ccccc1
  -10.0 | 5.2 | -21.9 | -6.7 | 6.7 | -1.1 | 3.7 | -0.5 | 6.5 | 11.9
COCC(=O)Nc1cccc(Br)c1
  2.8 | -0.6 | 1.0 | -0.4 | 5.1 | 1.7 | -1.9 | 2.3 | -3.7 | -3.5
O=C(CSc1nnc(C2CC2)n1Cc1ccccc1)NCc1ccccc1
  -1.9 | -0.1 | -3.0 | 4.7 | 1.5 | -4.0 | 0.4 | -5.4 | 1.1 | -2.5
O=c1cc(N2CCCCC2)c(-c2ccccc2)nn1Cc1ccc(F)cc1
  2.5 | -2.0 | -4.6 | -6.6 | -0.9 | 6.2 | -1.0 | -4.5 | -34.7 | -0.7
COc1ccccc1CNC(=O)CN1CCC(n2cnc3cc(F)ccc32)CC1
  -1.4 | -0.5 | 4.8 | -3.8 | -0.3 | 0.3 | 2.1 | -3.9 | 1.1 | 0.6
Cc1nn(C2CCCO2)c(=O)nc1N (stereo unspecified)
  7.2 | 0.5 | 8.9 | 0.7 | 3.6 | 2.4 | -3.9 | 1.3 | nt | 0.1
CCOC(=O)c1c(O)c2cc(Cl)ccc2n(CC)c1=O
  -5.3 | -0.9 | -3.5 | 0.2 | -1.4 | 4.2 | -2.5 | -0.3 | nt | 3.0
COc1cccc(-c2nnc(SCC(=O)NC3CCS(=O)(=O)C3)n2C)c1 (stereo unspecified)
  5.9 | -6.7 | 4.4 | 0.4 | -8.0 | 0.4 | -4.1 | -0.3 | 12.4 | 4.7
C=CCN1C(=O)[C@@H](CC(=O)NCc2cccc3ccccc23)[C@]2(C(=O)OCC)CCCCC/C=C/12
  -2.1 | 8.1 | -8.3 | -7.6 | nt | -9.6 | 2.2 | 2.9 | nt | -4.2
CCNC(=S)N(CCc1c(C)[nH]c2ccc(C)cc12)Cc1cccs1
  4.3 | 4.3 | 5.3 | -0.9 | 4.2 | -2.5 | -2.2 | -4.8 | -9.3 | -5.3
Cc1cccc(C)c1NC(=O)c1ccc(-c2ccc(Cl)cc2Cl)o1
  -24.7 | -0.6 | 8.8 | -19.4 | 6.1 | -5.9 | -0.3 | 3.9 | -9.3 | 2.4
COC(=O)c1ccc(C23CC4(C2)[C@H](CN(Cc2ccc(-c5ccccc5)cc2)[C@@H]4c2ccccc2)C3c2ccccc2)cc1 (stereo partly specified)
  -1.5 | 0.8 | 3.2 | -11.5 | 2.9 | 2.4 | -3.3 | 1.4 | -31.2 | -3.4
Cc1csc2c(=O)n3c(nc12)CCCCC3
  -5.1 | -0.7 | 11.4 | 4.5 | 8.4 | 1.7 | -6.3 | 2.3 | 3.2 | 2.3
ON1C(c2ccc(Cl)cc2Cl)N(O)[C@H]2CCCC[C@H]21 (stereo partly specified)
  0.7 | -1.1 | 7.9 | 5.3 | 1.2 | 4.3 | -1.1 | 1.4 | 1.7 | -4.1
Oc1ccccc1-c1nnc(COc2ccccc2)o1
  9.2 | -1.0 | 7.7 | 2.4 | 33.8* | -1.8 | -2.8 | 2.2 | 11.3 | 1.6
CCc1nc(SCC(=O)Nc2ccc(N(C)C)cc2)n[nH]1
  1.0 | -0.8 | -9.3 | 7.1 | 3.5 | -12.8 | 1.5 | -1.2 | -7.2 | -2.2
COc1cc(CCCN2CCNC[C@@H]2Cc2ccccc2)cc(OC)c1OC
  8.2 | 0.5 | 4.8 | -3.0 | 2.9 | -1.6 | 0.0 | -0.6 | 0.1 | -1.1
CCN(CC(=O)Nc1c(F)cccc1F)C(=O)CSc1ccccc1
  2.5 | -0.8 | -3.2 | -6.5 | 5.6 | -4.8 | -0.1 | 1.0 | 5.5 | -4.7
CCN(CC)CCn1c2c(c(SCC(=O)Nc3ccccc3Cl)nc1=O)CCC2
  5.5 | -4.0 | -1.2 | -3.0 | 4.3 | -2.1 | 3.7 | -6.9 | -1.7 | -2.2
C/C(=N\NC(=O)c1ccncc1)c1cccc(NC(=O)c2ccc(C(C)(C)C)cc2)c1
  -3.3 | -3.1 | 1.8 | -4.6 | -2.3 | -0.2 | 8.1 | -2.1 | -13.0 | 6.6
CSc1cccc(NC(=O)OC2CCCCCCCCCCC2)c1
  2.0 | -1.5 | 11.1 | -0.8 | 4.1 | -1.4 | 0.9 | 1.4 | -8.1 | 0.1
O=C1c2ccccc2C(Nc2ccc(F)c(Cl)c2)N1Cc1ccco1 (stereo unspecified)
  1.4 | -0.5 | -0.4 | -3.7 | -5.7 | -10.8 | 2.8 | 6.0 | -15.8 | 17.4
O=C(c1ccc(F)cc1F)C1CCN(c2ccc([N+](=O)[O-])cn2)CC1
  7.6 | -0.4 | 8.5 | -0.7 | -1.4 | -7.4 | 1.1 | -1.8 | nt | -2.6
CCN(CC)S(=O)(=O)c1cc(C(=O)Oc2cccc(-c3cnc4ccccc4n3)c2)ccc1Br
  -9.7 | 0.0 | 12.6 | 4.7 | -3.0 | -1.7 | -5.6 | 4.2 | -0.8 | -1.1
Cc1c(NC(=O)COC(=O)Cc2ccc(Cl)cc2)c(=O)n(-c2ccccc2)n1C
  1.2 | -2.6 | 4.8 | -5.7 | -3.9 | 3.9 | 2.8 | -4.3 | 7.2 | -0.7
NNc1nc2c(F)cc(F)cc2s1
  8.1 | 0.4 | -6.7 | 44.7* | 2.4 | 1.3 | 5.2 | 27.0 | 13.1 | 4.6
O=C(CNC(=O)Cc1ccccc1)NCC(=O)OCC(=O)c1ccccc1Cl
  4.7 | -5.4 | -5.0 | 2.9 | -2.0 | 7.7 | 0.1 | -4.2 | 5.5 | -1.6
COc1ccc(C(=O)n2nc(-c3ccccc3)nc2SC)cc1
  -1.2 | -2.5 | -4.8 | -3.2 | 4.6 | 2.9 | -0.9 | 0.8 | 0.5 | -0.8
COc1ccc(NC(=O)CSc2c(C)n[nH]c2C)cc1
  -2.5 | -1.4 | -7.9 | -1.9 | 4.7 | -2.3 | 0.5 | -0.8 | -0.7 | 5.8
CCN(CC)C(=O)[C@H]1C[C@H](CC(=O)NCc2ccc(OC)c(OC)c2)C(=O)N2CCc3c([nH]c4cc(-c5ccco5)ccc34)[C@]12C
  6.3 | 0.8 | -4.0 | -7.5 | -1.9 | -4.2 | 0.9 | 11.2 | -2.8 | 17.5
O=C(NC1CCCC1)C(c1ccncc1)N(C(=O)c1csnn1)c1cccc(Cl)c1 (stereo unspecified)
  -0.4 | 2.5 | 11.7 | 6.8 | -2.0 | 2.4 | -6.0 | 1.1 | 8.4 | 3.0

High-throughput results deposited in PubChem by several laboratories.
